Source: PubChem
DAX1 inh-1: DAX1 (NR0B1) inhibition, primary screen; HEK293T StAR-luciferase reporter, SF-1/DAX-1 repression relief; inhibition, % at 6.8 µM; AID 652010; 370,000 compounds, 1.1% hits;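 active means inhibition above the mean over all tested compounds plus 3 SD, cut at about 3.6% in these data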;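 further: 0% = DAX-1 cells with DMSO and 100% = cells lacking DAX-1 with DMSO; higher inhibition means more luminescence from relief of DAX-1 repression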
DAX1 inh-2: NR0B1 (DAX1) inhibition. P51843. 340,000 compounds, 0.99% hits. HEK293 Gal4-DAX1 luciferase reporter, luminescence. AID 504766. inhibition, % at 6.75 µM;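 active means inhibition above the mean over all tested compounds plus 3 SD, cut at about 4.2% in these data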;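 further: 0% = DAX1-transfected cells with DMSO and 100% = empty-vector control cells with DMSO; inhibition shows as a rise in luminescence from relieved DAX1 repression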
NR1D1 modulator: Rev-erb alpha (human) modulation; Rev-erbα–FITC-DNA binding, fluorescence polarization, 90 min; 370,000 compounds, 0.79% hits; P20393; activity, % at 10 µM;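 active means activity above about 14%, limit read from the data; passing the limit was not always enough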;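 further: 0% = DMSO wells with 35 nM protein and 100% = DMSO wells with 750 nM protein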
SMARCA2 activ: increases SMARCA2 function in MMTV reporter cells. activation, % at 9.1 µM. AID 652017. 370,000 compounds, 1% hits. MG213 cells, MMTV-luciferase reporter, dexamethasone, overnight; in the data active means activation above about 7.8%;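 further: 0% = vehicle wells and 100% = reference activator wells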
PLCg1 inh: PLC-gamma1 (human) inhibition, primary screen. 370,000 compounds, 0.84% hits. inhibition, % at 12.2 µM. P19174. purified PLC-gamma1, fluorogenic substrate, fluorescence; in the data active means inhibition above about 9.5%
PLC-beta3 inh: blocks human PLC-beta3 enzyme activity; Purified PLC-beta3, fluorogenic substrate, fluorescence; Q01970; inhibition, % at 12.2 µM; 370,000 compounds, 0.18% hits; AID 720704; in the data active means inhibition above about 11%;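 further: 0% = median of compound wells on plate and 100% = full blocker control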
Target sequence (Q01970 whole entry, looked up): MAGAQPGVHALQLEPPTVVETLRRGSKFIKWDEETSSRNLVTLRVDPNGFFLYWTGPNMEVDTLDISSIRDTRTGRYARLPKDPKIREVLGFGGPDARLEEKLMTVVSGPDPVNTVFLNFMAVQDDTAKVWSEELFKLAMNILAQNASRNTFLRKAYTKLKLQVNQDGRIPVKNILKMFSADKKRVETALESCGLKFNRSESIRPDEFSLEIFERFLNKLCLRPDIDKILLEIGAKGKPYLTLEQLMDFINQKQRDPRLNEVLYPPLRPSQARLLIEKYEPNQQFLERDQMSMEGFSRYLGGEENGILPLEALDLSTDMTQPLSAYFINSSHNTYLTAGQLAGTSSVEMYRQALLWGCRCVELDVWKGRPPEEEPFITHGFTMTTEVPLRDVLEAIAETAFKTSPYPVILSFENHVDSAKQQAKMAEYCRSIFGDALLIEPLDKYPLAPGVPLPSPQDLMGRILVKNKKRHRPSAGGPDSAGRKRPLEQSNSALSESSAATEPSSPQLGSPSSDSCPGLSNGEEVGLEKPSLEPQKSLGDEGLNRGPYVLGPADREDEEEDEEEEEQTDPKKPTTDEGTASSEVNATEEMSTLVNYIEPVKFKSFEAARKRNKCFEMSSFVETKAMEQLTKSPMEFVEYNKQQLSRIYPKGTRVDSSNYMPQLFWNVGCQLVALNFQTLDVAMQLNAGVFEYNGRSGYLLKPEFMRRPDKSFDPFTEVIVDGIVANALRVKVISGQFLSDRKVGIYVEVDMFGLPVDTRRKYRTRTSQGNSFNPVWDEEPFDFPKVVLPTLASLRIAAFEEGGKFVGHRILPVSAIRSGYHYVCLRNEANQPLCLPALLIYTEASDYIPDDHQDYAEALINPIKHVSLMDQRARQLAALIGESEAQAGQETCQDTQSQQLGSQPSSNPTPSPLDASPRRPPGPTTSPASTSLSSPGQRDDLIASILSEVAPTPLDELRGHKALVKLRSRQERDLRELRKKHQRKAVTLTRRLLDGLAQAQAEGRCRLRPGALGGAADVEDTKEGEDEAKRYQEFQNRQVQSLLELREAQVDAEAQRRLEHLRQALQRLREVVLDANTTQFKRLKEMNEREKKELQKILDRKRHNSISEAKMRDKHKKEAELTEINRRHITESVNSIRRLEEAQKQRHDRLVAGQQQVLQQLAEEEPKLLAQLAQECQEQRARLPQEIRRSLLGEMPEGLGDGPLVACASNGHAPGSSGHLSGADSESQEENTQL
hcDAF12 agonist: activators of H. contortus DAF-12 nuclear receptor | HEK293 hcDAF-12 lit1-tk-luc reporter, luminescence; 0% DMSO, 100% Δ7-dafachronic acid | activation, % at 6.8 µM | 370,000 compounds, 1.4% hits;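 active means activation above the mean of all tested compounds plus 3 SD, cut at about 5.5% in these data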;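 further: 100% = response to 3 µM Δ7-dafachronic acid high control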
ssDAF12 agonist: activates DAF-12 receptor from parasite S. stercoralis | 370,000 compounds, 1% hits | activation, % at 6.8 µM | HEK293 ssDAF-12/GRIP1 lit1-tk-luc reporter, luminescence; % of 3 µM dafachronic acid response;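 active means activation above the mean over all tested compounds plus 3 SD, cut at about 0.9% in these data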;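 further: 0% = DMSO-only wells and 100% = 3 µM delta7-dafachronic acid wells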
ADAM17 inh: inhibitors of human ADAM17; recombinant ADAM17, EDANS/DABCYL FRET peptide cleavage; 370,000 compounds, 0.83% hits; inhibition, % at 6.95 µM; P78536;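 active means inhibition above the mean of compounds lying between control limits plus 3 SD, set per campaign, cut at about 8.5% in these data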;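 further: 0% = DMSO-only wells as the low control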
MBD2 DNA inh: MBD2-methylated oligo binding inhibition; TR-FRET, MBD2 binding to methylated oligonucleotide; 370,000 compounds, 0.31% hits; inhibition, % at 4.4 µM; in the data active means inhibition above about 13%
hgDAF-12 ag: activates the H. glycines DAF-12 receptor ligand-binding domain. activation, % at 6.8 µM. 370,000 compounds, 1.8% hits. HEK293 GAL4-hgDAF12 UAS-luciferase reporter, agonist luminescence; normalized to butyrate control;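 active means activation above a cutoff set at the mean of all screened compounds plus 3 SD, cut at about 10% in these data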;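 further: 0% = DMSO wells and 100% = sodium butyrate wells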
Starred values were filed as active, the others as inactive; . = not tested or not shown.

SMILES	DAX1 inh-1	DAX1 inh-2	NR1D1 modulator	SMARCA2 activ	PLCg1 inh	PLC-beta3 inh	hcDAF12 agonist	ssDAF12 agonist	ADAM17 inh	MBD2 DNA inh	hgDAF-12 ag
Cc1cccc(OC(=O)n2c(=S)oc3cc(Cl)ccc32)c1	-0.2	-0.1	-6.5	-0.3	-0.8	2.3	0.9	-1.0	2.1	-5.6	0.6
CCOC(=O)c1c(C)c(C(=O)O)n(C)c1C	-0.4	-1.0	-4.3	-0.2	1.6	0.2	0.2	-1.7	-6.2	3.7	1.0
CC(C)c1cc(N=O)cc(C(C)C)c1O	-1.2	-0.7	-3.1	-3.1	1.7	-6.8	-0.8	-1.4	0.9	3.8	-5.6
CC(=O)Nc1nc(-c2cc([N+](=O)[O-])cs2)cs1	0.0	-0.9	-5.3	1.3	2.6	2.7	-2.5	-1.6	1.4	2.1	-1.5
N#Cc1ccccc1NC(=O)CNc1cc(S(=O)(=O)N2CCOCC2)ccc1NCC1CCCO1 (stereo not drawn)	1.4	1.6	-4.3	3.5	-13.9	-19.9	3.2	0.3	-7.3	1.6	5.2
c1ccc2c(c1)nnn2Cn1nnc2ccccc21	-0.3	0.5	10.4	0.4	0.6	-0.4	-0.2	-1.1	0.1	-3.8	2.3
COc1ccc(-c2ccc3c(n2)CCCN3S(=O)(=O)c2ccc(OC)cc2)cc1	-0.7	.	2.1	-10.6	-24.2	-31.5	-2.0	-1.7	3.5	1.2	0.1
CCCn1c(SCC(=O)Nc2ccc(OC)cc2)nnc1-c1ccncc1	-0.2	0.5	-1.9	5.1	1.4	0.8	0.2	-1.1	-1.6	0.1	3.0
COc1ccc(CNC(=O)C2CC(c3ccc(OC)cc3)=NO2)cc1 (stereo not drawn)	-0.5	1.0	4.2	2.2	3.2	-4.3	0.3	-1.8	-5.6	5.0	-1.9
Cc1ccc(C(=O)COC(=O)c2cn(-c3ccccc3)nc2-c2ccccc2)cc1[N+](=O)[O-]	-0.2	-0.3	3.3	-3.9	-2.8	-0.6	-0.8	-0.4	-5.5	0.2	0.5
COc1cccc(OC)c1NC(=O)C1CCCN1C(=O)Nc1cccc(Cl)c1 (stereo not drawn)	0.4	-0.8	-3.4	-1.4	2.9	-1.1	-0.8	-0.5	1.0	-3.6	-0.3
C=CCNC(=O)N1CCCC(C(=O)c2cccc(Cl)c2)C1 (stereo not drawn)	-0.7	-1.5	-0.5	-3.6	7.5	2.5	-2.0	-0.9	-0.7	-2.7	-2.8
O=C(NC(=S)NCc1ccco1)c1cccc(Cl)c1	-2.7	-0.1	-6.0	-1.1	-0.8	-8.8	-3.0	-1.2	5.1	-1.8	0.9
Cc1cc(Br)ccc1NC(=S)NCCc1ccccc1	-1.0	0.5	-3.1	-0.7	0.3	-6.5	-0.5	-1.4	1.1	0.3	3.2
C[C@@H]1CCCCO[C@H](CN(C)Cc2ccc3c(c2)OCO3)[C@H](C)CN([C@@H](C)CO)C(=O)c2cc(NC(=O)c3ccccc3)ccc2O1	0.4	-0.9	-9.7	-5.3	1.5	-1.7	-1.7	0.4	-2.2	-2.8	-3.5
Brc1ccc(CSc2nnc(SCc3ccccc3)s2)cc1	0.6	.	-1.1	-3.7	-0.1	0.8	-2.2	-1.2	-0.8	-1.1	-1.9
CCOCCCNC(=O)c1ccc2c(c1)ncn2-c1cccc(C)c1	-0.4	-0.5	2.0	-0.1	-24.8	-7.0	-3.3	-1.8	-2.9	-0.5	-0.2
Cc1cc2cccc(C)c2nc1SCC(=O)NC1CCCCC1	0.2	1.3	-2.0	1.9	-1.1	-21.6	2.1	-0.5	-2.2	-1.0	0.9
CN1CCN(S(=O)(=O)c2ccc(N(C)Cc3cccs3)nc2)CC1	0.2	-0.3	-0.2	1.2	-2.8	-5.6	-1.0	-0.8	0.4	3.2	-0.4
Cc1noc(C)c1C(=O)OCC(=O)Nc1ccc(S(N)(=O)=O)cc1	1.6	-0.1	-3.6	3.1	1.5	-5.2	-0.1	-0.8	-1.9	-0.7	-0.2

Whole records as entered above. Screens in order: DAX1 inh-1	DAX1 inh-2	NR1D1 modulator	SMARCA2 activ	PLCg1 inh	PLC-beta3 inh	hcDAF12 agonist	ssDAF12 agonist	ADAM17 inh	MBD2 DNA inh	hgDAF-12 ag
CCOCCCNC(=O)c1ccc2c(c1)ncn2-c1cccc(C)c1 as listed: -0.4	-0.5	2.0	-0.1	-24.8	-7.0	-3.3	-1.8	-2.9	-0.5	-0.2
C[C@@H]1CCCCO[C@H](CN(C)Cc2ccc3c(c2)OCO3)[C@H](C)CN([C@@H](C)CO)C(=O)c2cc(NC(=O)c3ccccc3)ccc2O1 as listed: 0.4	-0.9	-9.7	-5.3	1.5	-1.7	-1.7	0.4	-2.2	-2.8	-3.5
Cc1cccc(OC(=O)n2c(=S)oc3cc(Cl)ccc32)c1 as listed: -0.2	-0.1	-6.5	-0.3	-0.8	2.3	0.9	-1.0	2.1	-5.6	0.6
N#Cc1ccccc1NC(=O)CNc1cc(S(=O)(=O)N2CCOCC2)ccc1NCC1CCCO1 (stereo not drawn) as listed: 1.4	1.6	-4.3	3.5	-13.9	-19.9	3.2	0.3	-7.3	1.6	5.2
c1ccc2c(c1)nnn2Cn1nnc2ccccc21 as listed: -0.3	0.5	10.4	0.4	0.6	-0.4	-0.2	-1.1	0.1	-3.8	2.3

Looked up by compound from above, 2 records:
SMILES	DAX1 inh-1	DAX1 inh-2	NR1D1 modulator	SMARCA2 activ	PLCg1 inh	PLC-beta3 inh	hcDAF12 agonist	ssDAF12 agonist	ADAM17 inh	MBD2 DNA inh	hgDAF-12 ag
N#Cc1ccccc1NC(=O)CNc1cc(S(=O)(=O)N2CCOCC2)ccc1NCC1CCCO1 (stereo not drawn)	1.4	1.6	-4.3	3.5	-13.9	-19.9	3.2	0.3	-7.3	1.6	5.2
Brc1ccc(CSc2nnc(SCc3ccccc3)s2)cc1	0.6	.	-1.1	-3.7	-0.1	0.8	-2.2	-1.2	-0.8	-1.1	-1.9

Further results:
SMILES	DAX1 inh-1	DAX1 inh-2	NR1D1 modulator	SMARCA2 activ	PLCg1 inh	PLC-beta3 inh	hcDAF12 agonist	ssDAF12 agonist	ADAM17 inh	MBD2 DNA inh	hgDAF-12 ag
CCCCCCCCC(=O)NC(NC(=S)N1CCOCC1)C(Cl)(Cl)Cl (stereo not drawn)	-0.9	2.1	3.2	-2.7	-2.4	-3.5	-0.9	-1.0	1.2	3.4	0.7
O=C1C2CCCN2C(=O)N1CCN1CCN(CCO)CC1 (stereo not drawn)	0.6	0.3	1.8	0.9	-1.5	0.0	-0.3	-1.2	-3.1	3.6	-3.0
CCCCOC(=O)c1ccc(NC(=O)C(=O)NCc2cccnc2)cc1	-0.4	2.6	4.0	-3.0	0.6	2.0	-1.6	-0.7	1.8	-0.5	1.9
CC(C)COCC(CN(Cc1ccccc1)c1ccccc1)N1CCCC1 (stereo not drawn)	0.3	0.9	-2.8	-0.6	-0.4	0.6	-1.7	-1.1	-4.5	-2.7	4.5

Not a hit list; about 7.4% have a hit in one of these screens.
